Source: PubChem
TEAD-YAP block – TEAD-YAP interaction inhibition, primary screen, TEAD-YAP interaction inhibitor project, luminescence, HEK-TIYL cells; TEAD-Gal4/YAP UAS-luciferase luminescence; inhibition, % at 9.12 µM; 640,000 compounds, 1.4% hits; AID 1259422, 2018; in the data active means inhibition above about 32%;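 further: 0% = median of test compound wells and 100% = reference inhibitor wells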
MITF inh – MITF inhibitors, primary screen, biochemical, AlphaScreen, human | Microphthalmia-associated transcription factor (Homo sapiens), O75030 | AlphaScreen MITF homodimerization, bead proximity signal | inhibition, % at 2.6 µM | 650,000 compounds, 0.91% hits; in the data active means inhibition above about 50%;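 further: 0% = vehicle wells with protein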
GPR151 ag – activators of human GPR151, primary screen, cell-based, PathHunter beta-arrestin, luminescence. activation, % at 11.2 µM. G-protein coupled receptor 151 (Homo sapiens), Q8TDV0. 650,000 compounds, 1% hits. AID 1508602, 2020. PathHunter beta-arrestin GPR151 cells; in the data active means activation above about 4.9%;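 further: 0% = median of compound wells and 100% = cells with positive control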
FBW7 activator – FBW7 E3 ligase activators, primary screen, biochemical, AlphaScreen, human | F-box/WD repeat-containing protein 7 (Homo sapiens), Q969H0 | normalized activity (activation), % at 26.1 µM | AlphaScreen FBW7–phospho-cyclin E peptide binding, activator screen | 650,000 compounds, 0.13% hits; in the data active means normalized activity above about 1.9%;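 further: purified mutant Fbw7 with reduced substrate affinity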
Target sequence (Q969H0 whole entry, looked up): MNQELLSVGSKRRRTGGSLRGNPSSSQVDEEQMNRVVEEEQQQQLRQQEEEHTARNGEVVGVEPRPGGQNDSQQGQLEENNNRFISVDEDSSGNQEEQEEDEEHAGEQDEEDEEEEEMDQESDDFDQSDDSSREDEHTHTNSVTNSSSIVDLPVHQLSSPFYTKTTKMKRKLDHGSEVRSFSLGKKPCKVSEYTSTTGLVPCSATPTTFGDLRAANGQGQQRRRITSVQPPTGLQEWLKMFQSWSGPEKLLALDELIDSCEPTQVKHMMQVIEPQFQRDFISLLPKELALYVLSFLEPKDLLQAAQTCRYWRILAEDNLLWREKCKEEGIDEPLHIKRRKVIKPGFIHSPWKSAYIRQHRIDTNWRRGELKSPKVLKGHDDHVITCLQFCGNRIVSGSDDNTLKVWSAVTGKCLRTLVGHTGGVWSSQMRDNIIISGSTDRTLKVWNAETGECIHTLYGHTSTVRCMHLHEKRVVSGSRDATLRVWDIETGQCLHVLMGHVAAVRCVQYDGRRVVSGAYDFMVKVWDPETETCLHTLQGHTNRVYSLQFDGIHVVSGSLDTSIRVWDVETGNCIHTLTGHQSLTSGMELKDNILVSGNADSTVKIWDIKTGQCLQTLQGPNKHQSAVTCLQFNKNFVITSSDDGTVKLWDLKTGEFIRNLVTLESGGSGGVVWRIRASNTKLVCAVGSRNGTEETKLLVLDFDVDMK
Numbers without * were called inactive; nt = not tested or not shown. Rows were taken by chance; any-hit rate near 3.4%.

Every second line gives: TEAD-YAP block	MITF inh	GPR151 ag	FBW7 activator
O=C1NC(c2ccccc2)=C([N+](=O)[O-])C(c2cccc(Cl)c2)N1 (configuration not stated)
  5	10	-0.5	-0.1
CSC1=NSC2=NC(=O)/C(=C\c3ccc4c(c3)OCO4)C(=N)N12
  -59	3	-0.1	0.3
CCOc1nc(OCC#N)nc(N2CCCCC2)n1
  -3	5	0.8	0.0
CC(=O)Nc1c(C#N)c(C(C)(C)C)cn1C
  10	11	-0.7	-0.1
COc1ccc(C(=O)CCNc2cccc(Cl)c2)cc1
  -56	-2	-1.1	0.0
CC(C)(C)c1ccc(C(=O)Nc2ccc(NC(=O)c3cc(Br)ccc3Cl)cc2)cc1
  10	10	-0.8	0.4
CSC(=S)N(C)c1nc2ccccc2s1
  -17	13	-0.7	0.0
CCOc1ccc(-c2cn3c(CC(=O)NCc4ccccc4)csc3n2)cc1
  -12	1	-0.4	0.1
CCN1C(=O)c2cccc3c(N4CCCC4)ccc(c23)C1=O
  -5	-8	-1.4	2.1*
CC(=O)COC(=O)c1ccc2c(c1)C(=O)N(c1ccc(C)c(Cl)c1)C2=O
  6	8	-0.5	0.1
CCOC(=O)C1=C(N)Oc2c(oc(CO)cc2=O)C1c1cccnc1 (configuration not stated)
  -2	-8	0.2	0.1
CCOC(=O)c1c(C)oc2c1c(CN1CCN(C)CC1)c(O)c1ccccc12
  -83	8	0.2	0.1
CN(C)C(=S)c1ccc2ccccc2n1
  0	2	-1.1	-0.1
O=C(Cc1cccc(F)c1)NCc1nnc2n1CCN(Cc1ccsc1)CC2
  -3	-13	-0.4	0.7
CC(C)CCC(O)(CCN1CCCCC1)c1ccccc1 (configuration not stated)
  3	2	-1.4	0.7
Cc1ccc(S(=O)(=O)N(CC(=O)NCC2CCCO2)Cc2ccc(Cl)c(Cl)c2)cc1 (configuration not stated)
  2	-7	0.9	-0.1
Cc1ccc(Cl)cc1-n1c(SCC(=O)NCCC2=CCCCC2)nc2n[nH]c(C)c2c1=N
  17	8	0.0	0.1
COc1ccccc1NC(=O)CC(=O)c1ccc(N)cc1
  6	2	1.8	-0.1
O=C(NC1CCN(Cc2ccccc2)CC1)c1csc(Br)n1
  5	13	-1.8	0.1
COc1cccc(/C=N/NC(=O)C(C)Sc2ccccc2)c1 (configuration not stated)
  -4	-4	-0.3	0.3
CCn1c(O)c(C=Nc2c(C)n(C)n(-c3ccccc3)c2=O)c(=O)n(CC)c1=S
  5	4	0.4	0.0
CCCCN1C(=O)CN(C2CCCCCC2)C(=O)C1c1ccc(F)cc1 (configuration not stated)
  -14	5	-1.0	0.7
CCN(CC)c1nc(C)nc2sc(C(=O)NC(C)C)c(C)c12
  -8	5	1.3	-0.1
COc1ccc(CCNC(=O)CSc2ncn[nH]2)cc1
  6	2	-1.2	0.2
Cc1ccc(C2CC(=O)NC(SCC(=O)Nc3ccc(Br)cc3)=C2C#N)s1 (configuration not stated)
  9	8	1.8	0.1
O=C(Nc1ccc(Cl)cn1)c1cn(-c2ccc(F)cc2F)c(=O)c2ccccc12
  -6	4	-0.2	-0.2
Cc1cccc(NC(=O)c2ccc(NC(=O)Cn3c(=O)oc4ccccc43)cc2)c1C
  5	-4	1.5	0.1
Cc1ccc(C2=NN(C(=O)CCC(=O)O)C(c3cc4cccc(C)c4nc3Cl)C2)cc1 (configuration not stated)
  4	6	-0.5	0.5
Cc1cc(NC(=O)c2ccc(F)c(F)c2)n(-c2nc3c(c(=O)[nH]2)CCC3)n1
  0	-12	-0.6	-0.1
CCCOc1ccc(/C(O)=C2/C(=O)C(=O)N(CCN(C)C)C2c2ccc(N(C)C)cc2)c(C)c1 (configuration not stated)
  -1	-10	-0.3	-0.2
COc1ccc(NC(=O)Nc2ccc(Cc3ccncc3)cc2)c(OC)c1
  -5	2	2.1	-0.3
CCn1nc2c(C)cc3cc(OC)ccc3n2c1=O
  1	4	-0.8	-0.1
COc1cc(C)c(Cl)cc1S(=O)(=O)n1cnc(C)c1
  1	5	0.6	0.0
N/C(Cc1ccccc1)=N\OC(=O)Nc1ccc(Cl)cc1
  -19	-7	0.5	-0.1
CCOC(=O)/C=C(\C)Nc1ccc(OC)cc1
  -36	13	0.9	-0.1
COc1cc(/C=C(\NC(C)=O)C(=O)N2CCCCC2)ccc1OC(C)=O
  3	1	2.5	0.0
Cc1ccc(NC(=O)CSc2ccc(-c3ccc(F)cc3)nn2)cc1Cl
  17	-10	-0.4	0.1
COc1ccccc1CN1CCNC(=O)C1CC(=O)NCc1csc(C)n1 (configuration not stated)
  -24	-3	5.8*	0.1
CN(C)c1ccc(/C=N/Nc2n[nH]c(=O)[nH]c2=O)cc1
  7	8	-1.6	-0.2
CCOc1ccc(Br)cc1S(=O)(=O)NCCN(C)C
  1	14	1.9	0.7
COc1ccc(C)cc1NC1CCCCC1
  -5	77*	1.6	0.1
O=C(NNC(=O)C1C2CCCCC21)c1ccccc1Cl (configuration not stated)
  11	4	0.1	0.0
CCc1c(C)nc2nncn2c1NCc1ccc(F)cc1
  22	15	-1.9	-0.2
c1ccc2[nH]c(C3CCCCC3)nc2c1
  -29	-5	0.5	0.1
C=CC(C)(C)c1[nH]c2ccccc2c1C1=C(O)C(=O)C(c2c[nH]c3c(CC=C(C)C)cccc23)=C(O)C1=O
  nt	10	1.0	-0.1
Cc1cccc2c(C(=O)OCC(C)C)cc(-c3ccc(Br)cc3)nc12
  8	10	-0.7	0.2
CCOC(=O)C1=C(C)N(c2ccc(C)c(C)c2)C(=O)/C1=C\c1cccc(Br)c1
  1	0	2.7	0.1
COc1ccc(NC(=O)c2ccc3c(=O)n(CCc4ccccc4)c(SCc4cccc(Cl)c4)nc3c2)cc1OC
  -3	-3	-0.6	0.7
OCC1CCCCN1Cc1ccc(-c2ccccc2)cc1 (configuration not stated)
  -1	-6	0.4	-0.1
CC(=O)C(C)Oc1ccc2c3c(c(=O)oc2c1C)CCC3 (configuration not stated)
  -44	-6	-0.2	0.1
O=C(CN1CCOCC1)Nc1ccc(NC(=O)c2cccc(Cl)c2)cc1
  10	0	0.4	-0.1
CN(C)CCNC(=S)NC(=O)c1ccccc1
  1	-3	-0.1	-0.2
Cc1nc2ccccc2n1C1CCN(CC(=O)Nc2ccc(Br)cc2)CC1
  18	3	0.3	0.0
C=CCOc1cccc(C(=O)N2CCC(CC3CCCCO3)(C(=O)OCC)CC2)c1 (configuration not stated)
  2	2	1.8	-0.1
CC(=O)n1cc(C(=O)C(F)(F)F)c2ccccc21
  -7	-11	0.3	0.0
COc1ccc(NC(=O)CNc2cc([N+](=O)[O-])ccc2NCCO)cc1Cl
  15	1	0.0	0.1
CC(C)CC1(C(=O)O)NC(c2cc(Br)ccc2O)C2C(=O)N(Cc3ccccc3)C(=O)C21 (configuration not stated)
  -4	20	1.8	0.9
COCc1cc(C)nc(SCC(=O)N2CCC(C)CC2)c1C#N
  1	-8	0.2	0.1
CCOC(=O)C1=C(C)N(CC)C(=S)NC1c1cccs1 (configuration not stated)
  -2	20	-0.2	0.1
CC(=O)N1CCc2cc(S(=O)(=O)NC(CC(C)C)C(=O)O)ccc21 (configuration not stated)
  -2	13	0.2	0.1

Additional results follow.
compound	TEAD-YAP block	MITF inh	GPR151 ag	FBW7 activator
CCS(=O)(=O)N1CC=C[C@@H]1C(=O)NCCc1ccccc1	-6	-7	-0.4	0.1
C=CCNC(=S)Nc1cccc(C)c1C	2	5	-0.7	0.1
CN1C(=O)c2c(NN)cc([N+](=O)[O-])cc2S1=O (configuration not stated)	12	2	-1.0	0.2
CCOc1ccc(-n2c(SCC(=O)Nc3cc(OC)ccc3OC)nc3n[nH]c(C)c3c2=N)cc1	-16	4	1.5	0.0
Cc1nc2c(C(=O)NCc3ccc(F)cc3)cnn2c(C)c1Cc1ccc(F)cc1	5	6	2.4	0.1
CC1=CC(=C(C#N)C#N)C=C(C)N1Cc1ccncc1	-2	11	1.7	0.3
CC(=O)NC(=O)c1cc2c(ccc3ccccc32)oc1=Nc1ccccc1C	-5	20	-2.3	0.1
CC(C)(C)C(=O)COC(=O)/C=C/c1ccc2c(c1)OCO2	-2	-10	-0.6	0.0

Single records, as listed above. Values in the order: TEAD-YAP block | MITF inh | GPR151 ag | FBW7 activator
Results for CN1C(=O)c2c(NN)cc([N+](=O)[O-])cc2S1=O (configuration not stated) = 12 | 2 | -1.0 | 0.2
Results for CC(=O)NC(=O)c1cc2c(ccc3ccccc32)oc1=Nc1ccccc1C = -5 | 20 | -2.3 | 0.1
Results for CC1=CC(=C(C#N)C#N)C=C(C)N1Cc1ccncc1 = -2 | 11 | 1.7 | 0.3

Additional results follow.
compound	TEAD-YAP block	MITF inh	GPR151 ag	FBW7 activator
COc1ccc(Cl)cc1NC(=O)C/C(C)=N/NC(=O)CC#N	6	1	0.8	0.1
Nc1cc(=O)[nH]c(SCC(=O)Nc2ccc(Cl)c(C(F)(F)F)c2)n1	2	6	1.0	0.0
CCCS(=O)(=O)N1CCN(Cc2cc(OC)c(O)c(OC)c2)CC1	2	56*	-1.5	0.3
O=C(O)CCC(C(=O)O)N1C(=O)/C(=C/c2ccc3c(c2)OCO3)SC1=S (configuration not stated)	-1	-15	-1.2	-0.9
Cc1nn(Cc2ccc(C(=O)n3cc(Cl)cn3)o2)c(C)c1Cl	-3	4	0.5	0.1
COC(=O)c1ccc2c(=O)n3c(nc2c1)SC1CS(=O)(=O)CC13 (configuration not stated)	0	4	-0.4	-0.1
O=C(CSc1nc2ccsc2c(=O)n1-c1ccc(Cl)cc1)NCc1ccccc1	-10	3	-1.1	0.1
O=C1/C(=C/c2ccc3c(c2)OCO3)SC(=S)N1Cc1ccco1	2	8	0.5	0.9

Taken from above:
Value of Nc1cc(=O)[nH]c(SCC(=O)Nc2ccc(Cl)c(C(F)(F)F)c2)n1 under MITF inh: 6
Value of O=C(O)CCC(C(=O)O)N1C(=O)/C(=C/c2ccc3c(c2)OCO3)SC1=S (configuration not stated) under GPR151 ag: -1.2

Later entries
compound	TEAD-YAP block	MITF inh	GPR151 ag	FBW7 activator
NC(=S)N/N=C1\Cc2cccc3cccc1c23	1	13	0.0	0.1
COc1ccc(C(=O)Nc2ccc(OC(F)(F)C(F)F)cc2)cc1OC	-69	-1	-8.2	0.3
Cc1c(O)ccc(C(=O)CN2CCN(c3cccc(Cl)c3)CC2)c1O	13	5	0.8	-0.1
CC(C(=O)N1CC[C@@H](c2ccccc2)[C@H](O)C1)n1nc2ccccc2n1 (some centres not stated)	1	10	-0.1	-0.3
COc1cc([N+](=O)[O-])ccc1NC(=S)NC(=O)c1cc(OC)c(OC)c(OC)c1	4	-7	1.0	0.1
Cc1c(C2=N/C(=C/c3ccc(Cl)cc3)C(=O)O2)cccc1[N+](=O)[O-]	12	-4	2.4	-0.1
CCOc1cc(C(=O)N2CCC(Cc3ccccc3)CC2)cc(OCC)c1OCC	-6	-9	0.8	0.1
CCCNC(=O)CSc1ccc(C(=O)OC)cc1[N+](=O)[O-]	-9	9	-0.1	0.0

The list goes on, starting with the last 2 of the part before.
compound	TEAD-YAP block	MITF inh	GPR151 ag	FBW7 activator
CCOc1cc(C(=O)N2CCC(Cc3ccccc3)CC2)cc(OCC)c1OCC	-6	-9	0.8	0.1
CCCNC(=O)CSc1ccc(C(=O)OC)cc1[N+](=O)[O-]	-9	9	-0.1	0.0
Cn1c(O)c(N=NC(=O)c2ccc(N)cc2)c2ccccc21	-51	15	0.5	0.1
Cc1ccc2[nH]c(O)c(N=NC(=O)CNC(=O)c3ccccc3)c2c1	8	-2	0.7	-0.2
CCC(=O)Nc1nnc(SCC(=O)Nc2ccc(C)cc2)s1	10	12	0.3	0.3
CC(C)(C)C(=O)Nc1ccc(N2CCCCC2)cc1	-42	-5	-0.8	0.0
COC(=O)CN1C(=O)COc2cc(S(=O)(=O)NCc3ccc(Cl)cc3)ccc21	2	4	-0.1	0.3
CN1CCCN(C(=O)c2cnccn2)c2nc3ccccc3nc21	-9	-3	-0.8	-0.1
NC(=O)/C(=C\c1ccncc1)NC(=O)c1ccccc1	2	-6	0.1	-0.1
COc1ccc(CNC(=O)C(=O)NCc2ccccc2Cl)cc1	-4	-9	-1.1	0.2

Fetched by structure from the entries so far, 2 records:
compound	TEAD-YAP block	MITF inh	GPR151 ag	FBW7 activator
COC(=O)CN1C(=O)COc2cc(S(=O)(=O)NCc3ccc(Cl)cc3)ccc21	2	4	-0.1	0.3
Cn1c(O)c(N=NC(=O)c2ccc(N)cc2)c2ccccc21	-51	15	0.5	0.1

(listing goes on)
compound	TEAD-YAP block	MITF inh	GPR151 ag	FBW7 activator
c1ccc(-c2nnc(Sc3nc4ccccc4s3)c3ccccc23)cc1	-9	-3	-0.6	-0.1
O=C(N/C(=C/c1ccc(Br)cc1)C(=O)N1CCCCC1)c1cccs1	8	-3	3.1	-0.1
O=C(Nc1cccc(Cl)c1)c1cc(S(=O)(=O)NC2CCCC2)ccc1F	-6	5	-1.0	-0.1
Cc1nnc2sc(SCC(=O)Nc3nc4ccccc4s3)nn2c1=O	7	1	-1.4	-0.5
